# RORgamma inh: qHTS for inhibitors of ROR gamma transcriptional activity. Drosophila S2 Gal4-RORgamma UAS-luciferase reporter, 20 h. Nuclear receptor ROR-gamma (Mus musculus), P51450. 310,000 compounds, 5.4% hits. Potency, µM (top dose mostly 53.6 µM), for inactives: top-dose activity change, negative = inhibition, usual class: inhibitors; also: % is scaled to controls: 0 for no effect and ±100 for the full control effect; nearly all actives have a fitted effect of over 60% in size
#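 Luminescence from a UAS-regulated Photinus luciferase reporter in stably transfected Drosophila Schneider cells is measured; decreased signal marks ROR gamma inhibition. Fusion expression is induced by 700 uM copper sulfate for 20 hr.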
# Rab9 prom act: qHTS Assay for Rab9 Promoter Activators; Potency, µM (doses to about 9.22 µM), for the others: at the highest dose activation, negative = inhibition, most hits filed as activators; Huh7 Rab9 promoter-luciferase reporter, luminescence, 24 h; 320,000 compounds, 2.8% hits; also: % of control where 0% means no effect; nearly all actives have a fitted effect of over 60% in size
#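 Cell-based reporter: Huh7 stable for Rab9 promoter-driven luciferase, plated in reduced-serum medium with 10% FBS at 1500 cells/well, compound-treated 24 h at 37 °C, luminescence read after 10 min reagent.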
# MBNL1-CUG inh: qHTS Assay for Inhibitors of MBNL1-poly(CUG) RNA binding; Muscleblind-like protein 1 (Homo sapiens), Q9NR56; TR-FRET MBNL1-His/biotin-(CUG)12 binding, 665/545 ratio; Potency, µM (series often up to 57.5 µM), for inactives: at the top dose activity change, negative = inhibition, usual class: inhibitors; 280,000 compounds, 0.036% hits; AID 2675, 2010; active = well fitted inhibition curve with a large enough effect in the signal ratio, with a control signal flat, not every such curve was filed as active; inconclusive = small, poorly fitted or top-dose-only effect, or effect the other way, or a change in a side signal; inactive = no such curve, though single readings can be large or run the other way; the % refers to the signal ratio; also: % is scaled to controls: 0 for no effect and ±100 for the full control effect
# Target sequence (Q9NR56 whole entry, looked up): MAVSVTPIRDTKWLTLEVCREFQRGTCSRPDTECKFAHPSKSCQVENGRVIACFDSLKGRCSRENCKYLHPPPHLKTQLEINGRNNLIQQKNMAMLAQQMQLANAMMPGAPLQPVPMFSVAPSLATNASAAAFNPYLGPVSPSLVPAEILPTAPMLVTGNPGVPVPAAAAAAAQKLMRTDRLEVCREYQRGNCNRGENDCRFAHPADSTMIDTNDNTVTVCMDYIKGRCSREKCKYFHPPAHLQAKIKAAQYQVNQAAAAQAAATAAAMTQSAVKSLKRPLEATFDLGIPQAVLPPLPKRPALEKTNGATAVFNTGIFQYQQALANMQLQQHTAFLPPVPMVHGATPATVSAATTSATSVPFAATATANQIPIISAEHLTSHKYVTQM
#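 TR-FRET between His-tagged MBNL1 and biotin-(CUG)12 RNA, detected with Tb anti-His antibody (0.055 ng/ul) and streptavidin-XL665 (5 nM), 60 min at room temperature. Compounds titrated 92 nM to 58 uM; 665/545 nm ratio normalized to buffer and complex controls.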
# VP16 counter: VP16 counterscreen qHTS for inhibitors of ROR gamma transcriptional activity | Drosophila S2 Gal4-VP16 UAS-luciferase, luminescence, 20 h | AID 2546, 2010 | Potency, µM (doses to about 53.6 µM), without a hit: top-dose activity, negative = inhibition, actives largely listed as inhibitors | 310,000 compounds, 3.5% hits;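 also: Gal4-VP16 expression switched on by copper sulfate through the metallothionein promoter; % is scaled to controls: 0 for no effect and ±100 for the full control effect; nearly all actives have a fitted effect of over 50% in size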
# ELG1 genotox: qHTS screen for small molecules that induce genotoxicity in human embryonic kidney (HEK293T) cells expressing luciferase-tagged ELG1 | HEK293T ELG1-luciferase reporter, luminescence, 16 h | AID 504466, 2011 | Potency, µM (highest dose often 46 µM), without a hit: at the top dose activity change, positive = activation, actives largely listed as activators | 330,000 compounds, 1.3% hits; also: % of control where 0% means no effect; nearly all actives have a fitted effect of over 60% in size
#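 Genotoxic stress is detected as increased luminescence from luciferase-tagged ELG1 in HEK293T cells, measured with ONE-Glo after a 16 hr treatment at 37 °C.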
# MLL CXXC-DNA inh: qHTS Fluorescence Polarization Assay for Inhibitors of MLL CXXC domain - DNA interaction; MLL-CXXC / FITC-HOXA9 DNA fluorescence polarization; Potency, µM (doses to about 115 µM), for inactives: at the top dose activity change, negative = inhibition, usual class: inhibitors; 290,000 compounds, 0.037% hits; active = well fitted inhibition curve with a large enough effect in the polarisation, with a control signal flat, not every such curve was filed as active; inconclusive = small, poorly fitted or top-dose-only effect, or effect the other way, or a change in a side signal; inactive = no such curve, though single readings can be large or run the other way; the % refers to the polarisation
#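 Purified MLL-CXXC (added from a 7 uM solution) was preincubated 5 min at ambient with pinned compounds in 50 mM Tris-HCl pH 7.5, 50 mM NaCl, 1 mM DTT, 0.05% BSA. Fluorescein-labeled HOX-A9 DNA (50 nM solution) followed, 30 min, then polarization read.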
# FLuc counter: qHTS profiling assay for firefly luciferase inhibitor/activator using purifed enzyme and Km concentrations of substrates (counterscreen for miR-21 project) | Luciferin 4-monooxygenase (Photinus pyralis), P08659 | purified FLuc, Km substrates, luminescence inhibition | Potency, µM (series often up to 57.5 µM), without a hit: at the top dose activity change, negative = inhibition, hits mostly inhibitors | 360,000 compounds, 6.9% hits;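 also: plate controls were vehicle for no effect and reference inhibitor for full effect; nearly all actives have a fitted effect of over 55% in size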
# Target sequence (P08659 whole entry, looked up): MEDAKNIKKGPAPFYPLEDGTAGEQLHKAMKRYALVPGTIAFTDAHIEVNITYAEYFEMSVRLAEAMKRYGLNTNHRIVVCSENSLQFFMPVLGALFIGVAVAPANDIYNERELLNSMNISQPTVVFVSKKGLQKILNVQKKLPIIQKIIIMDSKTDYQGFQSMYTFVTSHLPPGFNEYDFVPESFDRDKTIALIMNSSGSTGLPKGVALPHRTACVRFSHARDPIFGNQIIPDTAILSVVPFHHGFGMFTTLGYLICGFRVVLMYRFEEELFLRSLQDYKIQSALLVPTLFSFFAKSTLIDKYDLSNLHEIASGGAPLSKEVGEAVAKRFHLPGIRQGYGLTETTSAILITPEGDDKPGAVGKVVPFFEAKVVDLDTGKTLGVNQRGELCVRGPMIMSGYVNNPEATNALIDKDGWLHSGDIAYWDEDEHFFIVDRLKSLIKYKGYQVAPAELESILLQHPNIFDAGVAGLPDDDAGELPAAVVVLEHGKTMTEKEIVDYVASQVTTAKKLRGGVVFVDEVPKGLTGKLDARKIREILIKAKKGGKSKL
#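 Purified P. pyralis luciferase (10nM final) with 10uM D-luciferin and 10uM ATP (Km levels) in 50mM Tris acetate pH 7.5, 10mM Mg acetate, 0.01% Tween-20, 0.05% BSA; qHTS 6-point titration, ~60 µM downward; luminescence read.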
# p53 reactivation: qHTS assay for re-activators of p53 using a Luc reporter; 320,000 compounds, 0.063% hits; Potency, µM (titrated, usually from 92.2 µM), for the others: top-dose activity change, positive = activation, hits mostly activators; H1299 p53-A138V BP100-luciferase reporter, luminescence, 24 h; AID 504706, 2011; also: % of control where 0% means no effect; nearly all actives have a fitted effect of over 45% in size
#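 H1299 (p53-null), stable ts p53-A138V + BP100-Luc; 1000 cells/well, Opti-MEM/10% FBS; cpd 4 pt, 1:5; 24 h, 37 deg C, 5% CO2; detection reagent 10 min RT; luminescence.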
# uPA generation: qHTS for Inhibitors of Cell Surface uPA Generation | cell surface uPA generation assay, qHTS | Potency, µM (highest dose often 38.3 µM), without a hit: at the top dose activity change, negative = inhibition, usual class: inhibitors | 330,000 compounds, 0.31% hits; active = well fitted inhibition curve with a large enough effect; inconclusive = small, poorly fitted or top-dose-only effect; inactive = no such curve, though single readings can be large or run the other way; tested in mouse RAW 264.7 cells; also: % is scaled to controls: 0 for no effect and ±100 for the full control effect; nearly all actives have a fitted effect of over 55% in size
# NPC1 promoter act: qHTS Assay for NPC1 Promoter Activators. 320,000 compounds, 2.4% hits. Potency, µM (doses to about 9.22 µM), for inactives: at the highest dose activation, hits mostly activators. Huh7 NPC1 promoter luciferase reporter, 24 h;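 also: % of control where 0% means no effect; nearly all actives have a fitted effect of over 60% in size; reporter is driven by a mutant NPC1 promoter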
#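 Stably transfected Huh7 (NPC1 promoter→luciferase), 1500 cells/well in Opti-MEM + 10% FBS, 2 h settle, then compound 24 h at 37 °C. Luminescence after 10 min with Amplite reagent.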
# BRCA1 expr up: qHTS Assay to Identify Small Molecule Activators of BRCA1 Expression; AID 624202, 2012; MCF7-BRCA1-FFLuc reporter, luminescence, 48 h; response scale: scaled: vehicle 0%, 10 µM genistein 100%; 380,000 compounds, 1.1% hits; Potency, µM (highest dose often 46.1 µM), inactives show at the highest dose activation, hits mostly activators; also: nearly all actives have a fitted effect of over 80% in size; some results filed as inactive show a strong effect at the top dose
#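 MCF7 cells carrying a BRCA1-firefly luciferase reporter (2000 cells/well, phenol-red free MEM) were attached for 2 h at 37 °C, then given compounds for 48 h. Luminescence was read 15 min after luciferase reagent; activity normalized to genistein (10 microM) and DMSO.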
# Numbers without * were called inactive; ? = inconclusive; . = no result given; [ ] = remark or other dose. Unless noted, calls follow the shape of the dose curve; as a rule, active = well fitted curve in the direction sought with a large enough effect; inconclusive = small, poorly fitted or top-dose-only effect, or another doubt; inactive = no such curve, though single readings can be large; an effect the other way counts as inactive or inconclusive. Potency is read from the fitted curve at half-maximal effect. A portion of the library; the hit share may differ from the screen's.
SMILES | Rab9 prom act | BRCA1 expr up | MLL CXXC-DNA inh | NPC1 promoter act | FLuc counter | VP16 counter | MBNL1-CUG inh | p53 reactivation | RORgamma inh | ELG1 genotox | uPA generation
COC(=O)c1ccsc1NC(=O)CCS(=O)(=O)c1ccccc1 | 1% | -33% | 5% | 1% | -2% | -21% | -8% | -50%[inhibitor] | -8% | -1% | ?
CC(C)(C)c1ccc(C(=O)N2CCCC2c2cccs2)cc1 (configuration not stated) | 2% | -46% | 0% | -2% | -14% | -7% | -7% | 2% | ? | -1% | 1%
CSc1cccc(CNC(=O)C2CCC(=O)N(CCc3ccccn3)C2)c1 (configuration not stated) | -2% | -10% | -5% | -1% | -1% | . | 2% | . | . | 0% | 11%
Cc1ccsc1/C=N/Nc1nc2ccccc2s1 | 1.8µM* | 9% | 2% | 3.5µM* | 1.7µM* | 0.89µM* | . | . | 0.56µM* | 1.5µM* | -5%
Cc1cc(C)n(-c2ccc(N3CCOCC3)nn2)n1 | 13% | 40% | 8% | 16% | ? | . | -3% | ? | 30%[0.365 µM] | ? | 1%
Cc1cc(C)c2c(c1)NC(=O)C2(O)CC(=O)c1cccs1 (configuration not stated) | . | -2% | 5% | . | 4% | 11% | 24% | . | 2% | . | 18%
CN(c1ccccc1)S(=O)(=O)c1cccc(C(=O)N2CCCCCC2)c1 | 6% | -8% | . | -1% | -1% | . | . | -9% | . | -9% | 3%
CCC1CCCCN1C(=S)NC1CCCCC1 (configuration not stated) | -4% | 9% | 53%[activator] | 0% | 10% | ? | -2% | 5% | 10µM* | -1% | 2%
Cc1c(C(=O)c2ccc([N+](=O)[O-])cc2)c(=O)n(C)c(=O)n1C | -1% | 0% | -16% | -4% | 2% | -4% | ? | 0% | 0% | -4% | 1%
CSc1ccc(CNC(=O)c2ccc(NC(=O)C3=CSCCO3)cc2)cc1 | 3% | -8% | 70%[activator] | -4% | 5% | -4% | -1% | 0% | 13% | ? | -7%
Cc1ccc(S(=O)(=O)Nc2nnc(C(C)(C)C)s2)cc1 | 0% | 0% | 2% | -2% | -3% | 5% | -14% | 4% | -12% | -2% | 2%
CCn1c(CNC(=O)Cc2ccc(OC)cc2)nnc1SCC(=O)c1ccc(Br)cc1 | 1% | -25% | 4% | -3% | 2% | -12% | 9% | -2% | 26% | -1% | .
COc1ccc(CCNC(=O)c2ccc(N(C)S(=O)(=O)c3ccc(C)cc3)cc2)cc1OC | -6% | -7% | 2% | -2% | -3% | -25% | -1% | -3% | 29% | -17% | -6%
CCCOc1ccc(/C(O)=C2/C(=O)C(=O)N(CCCOC)C2c2ccncc2)cc1 (configuration not stated) | -2% | 0% | 15% | 0% | 1% | -2% | 11% | 17% | 21% | 1% | 3%
CCCCC(=O)Nc1ccc(N2CCN(C(=O)c3ccco3)CC2)cc1 | 20% | 19% | 35%[activator] | -2% | 1% | 3% | 2% | 4% | -11% | 2% | -2%
Cc1cc(NC(=O)c2nn(C)c(C)c2[N+](=O)[O-])no1 | 0% | 20% | -1% | -5% | 5% | 3% | ? | -1% | -20% | 2% | .
CCOC(=O)C1CCN(C(=O)CNC(=O)c2nn(-c3ccc(OC)c(OC)c3)c(=O)c3ccccc23)CC1 | 17% | 46% | 0% | 13% | 4.8µM* | -17% | ? | 12% | -15% | -2% | -9%
COc1cc(NC(=S)NC(=O)c2c(OC)cccc2OC)ccc1NC(=O)c1cccs1 | -4% | -42% | 6% | -17% | 5% | -6% | -6% | 2% | ? | -4% | -8%
CCc1ccc(C(=O)COC(=O)c2cncc(Br)c2)cc1 | -7% | 40% | 8% | -4% | 15µM* | 7% | 51%[activator] | 1% | 29% | -5% | 7%
O=C(Nc1cnccn1)c1ccc(Cl)cc1 | -1% | 16% | ? | 2% | -18% | 2% | -2% | 5% | -6% | -3% | -5%
COc1ccc2cc(C)c3nnc(SCC(=O)Nc4cc(OC)c(OC)cc4C(=O)O)n3c2c1 | 1% | -20% | 2% | 1% | ? | 5% | 15% | 4% | 13% | -1% | 5%
O=C(NCc1cccs1)C1CCCN1C(=O)Nc1ccc(F)cc1 (configuration not stated) | 6% | 2% | -2% | 1% | 0% | -7% | 10% | -2% | -9% | 0% | 6%
O=C(Oc1ccc2c3c(c(=O)oc2c1)CCC3)c1ccccc1[N+](=O)[O-] | -3% | . | 13% | -6% | -2% | -1% | ? | -11% | -10% | 5% | .
Cc1cnc(C(=O)Oc2cccc(Cl)c2Cl)cn1 | -1% | 10% | -1% | 1% | -4% | -15% | 0% | 6% | -23% | -1% | 0%
CC(=O)N(c1ccc(C)cc1)S(=O)(=O)c1ccc(Cl)cc1 | -7% | -7% | -20% | -6% | 0% | 10% | -7% | 0% | 16% | -2% | -3%
COC(=O)c1c(C(=O)OC)c2cc(C)ccn2c1Cl | 2% | -8% | 4% | -1% | 5% | 1% | 36%[activator] | -7% | -4% | -7% | -2%
COc1cc(OC)c(OC)cc1CN1CCSCC1 | 11% | 0% | 12% | -2% | 3% | 0% | -1% | . | -42% | 4% | -3%
O=C(CC(=O)NCc1cccnc1)NCc1cccnc1 | 2% | -20% | 4% | -3% | 0% | 0% | -7% | 28% | -16% | 0% | 1%
Cc1ccc(SCC(=O)NNC(=O)C2CCCCC2)cc1 | 0% | 1% | -9% | -4% | 9% | -2% | 7% | -5% | -18% | 4% | .
CC(=O)Nc1ccc2c(c1)nc(C)n2-c1ccccc1 | 27% | 71% | -3% | ? | -14% | 30% | -9% | 1% | 66% | 13% | -17%
O=C(NCCc1ccccc1F)C1CCC(=O)N(Cc2ccccc2F)C1 (configuration not stated) | 12% | -4% | -1% | 6% | -2% | 16% | 5% | 6% | 37% | 6% | 0%
CCOc1ccc(NC(=O)CN(C)C(=O)c2cc(S(=O)(=O)N3CCCCCC3)ccc2OC)cc1OCC | -1% | -19% | . | -3% | 2% | . | . | 0% | . | 0% | -3%
COc1ccccc1CNC(=O)C(=O)NCCC1CCCCN1S(=O)(=O)c1cccs1 (configuration not stated) | -19% | -30% | . | -1% | 0% | . | . | -7% | . | -1% | -6%
CCCCCCCCCCCCCCCC[n+]1ccc(/C=N/O)cc1 | -3% | -74% | 18% | -8% | -9% | 7.1µM* | 2% | -4% | ? | -9% | -13%
Nc1nnc(-c2cccc(F)c2)s1 | -3% | 26% | 9% | 3% | -19% | 8% | 5% | 4% | 4% | 7% | 3%
O=C(NCc1ccco1)C1CCN(c2nc3ccccc3n2Cc2ccc(F)cc2)CC1 | -10% | -20% | 6% | -1% | 1% | 5% | 7% | 6% | 0% | -11% | -11%
CCOc1ccccc1CN1CCNC(=O)C1CC(=O)NC1CCCCC1 (configuration not stated) | 0% | 14% | 1% | 18% | 1% | 1% | -5% | -4% | -8% | -4% | 0%
O=C(CSc1nnc(NC(=O)c2ccc(F)cc2)s1)NC1CC1 | ? | 68% | -2% | 2.5µM* | 5.4µM* | ? | 3% | 17% | ? | ? | -4%

# A different layout for some results above:
# Results follow in this order: Rab9 prom act	BRCA1 expr up	MLL CXXC-DNA inh	NPC1 promoter act	FLuc counter	VP16 counter	MBNL1-CUG inh	p53 reactivation	RORgamma inh	ELG1 genotox	uPA generation
> O=C(NCCc1ccccc1F)C1CCC(=O)N(Cc2ccccc2F)C1 (configuration not stated)
    12%	-4%	-1%	6%	-2%	16%	5%	6%	37%	6%	0%
> O=C(CC(=O)NCc1cccnc1)NCc1cccnc1
    2%	-20%	4%	-3%	0%	0%	-7%	28%	-16%	0%	1%
> COc1ccccc1CNC(=O)C(=O)NCCC1CCCCN1S(=O)(=O)c1cccs1 (configuration not stated)
    -19%	-30%	.	-1%	0%	.	.	-7%	.	-1%	-6%
> CCOc1ccc(NC(=O)CN(C)C(=O)c2cc(S(=O)(=O)N3CCCCCC3)ccc2OC)cc1OCC
    -1%	-19%	.	-3%	2%	.	.	0%	.	0%	-3%

# Compound activity (PubChem BioAssay)
